DAGLB inh – diacylglycerol lipase beta (human) inhibition; inhibition, % at 5.17 µM; 340,000 tested, 0.059% active; AID 504411; HEK293T DAGLB membrane lysate, EnzChek fluorogenic substrate; in the data active = inhibition above about 34%;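 note: 0% = enzyme with vehicle and 100% = wells lacking enzyme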
NSD2 inh – NSD2 (human) methyltransferase inhibition; O96028; NSD2 peptide methylation, AlphaScreen, 120 min; inhibition, % at 12.5 µM; 310,000 tested, 0.54% active; in the data active = inhibition above about 50%
PKA-R2B act – PKA-R2B complex activation | activation, % at 11.4 µM | 340,000 tested, 0.079% active | PKA-R2B holoenzyme dissociation, Cy5-IP20 fluorescence polarization; R2B truncated from residue 108, S112A mutant; 0% DMSO only, 100% 113 µM cGMP | P22694+P31323;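 active = activation above a cutoff set at the mean over all compounds plus 3 SD, cut at about 18% in these data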;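 note: higher means more holoenzyme dissociation and a rise in polarization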
Target sequence (P31323 whole entry, looked up, other chains not shown, the tested form may be a part): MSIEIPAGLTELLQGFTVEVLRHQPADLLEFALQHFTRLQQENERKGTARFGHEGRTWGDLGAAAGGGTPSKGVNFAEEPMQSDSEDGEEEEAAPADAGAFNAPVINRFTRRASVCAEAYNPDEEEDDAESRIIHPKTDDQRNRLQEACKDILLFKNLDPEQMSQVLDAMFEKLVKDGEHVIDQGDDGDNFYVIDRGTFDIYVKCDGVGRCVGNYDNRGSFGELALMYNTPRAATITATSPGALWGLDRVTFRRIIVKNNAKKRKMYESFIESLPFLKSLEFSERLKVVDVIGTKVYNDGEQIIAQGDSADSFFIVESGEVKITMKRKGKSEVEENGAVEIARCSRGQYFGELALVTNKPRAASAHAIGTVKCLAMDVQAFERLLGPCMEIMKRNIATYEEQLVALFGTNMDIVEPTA
SR-BI uptake up – activators of SR-BI mediated HDL lipid uptake; CHO ldlA[mSR-BI] cells, DiI-HDL uptake fluorescence, 3 h; 100 = double the neutral-control signal; AID 504775; 320,000 tested, 0.096% active; activation, % at 12.5 µM;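 active = mean replicate activation of at least 60% and every replicate at or above 60%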;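 note: 0% = median plate neutral-control signal and 100% = twice that signal; values of inactives mirror those of a sister screen read the other way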
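Material: SR-BI-overexpressing, LDLR-lacking CHO cells | Dosing: Single compound concentration, delivered by pin transfer | Probe or stimulus: Labelled HDL, 10 µg/mL | Signal: Bottom-read cell fluorescence after medium removal, ex 550/em 595 nm | Schedule: 3 h, 37 °C | Evaluation: HDL uptake via cellular fluorescence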
Keap1 Nrf2 FP – inhibitors of human Keap1-Nrf2 protein-protein interaction; Keap1 Kelch-Nrf2 peptide fluorescence polarization, 1536-well; inhibition, % at 9.4 µM; 340,000 tested, 0.15% active; in the data active = inhibition above about 12%;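 note: human Keap1 Kelch domain with fluorescein labeled Nrf2 9mer peptide probe; 0% = neutral control wells and 100% = peptide positive control; higher means more block of Keap1 binding to Nrf2 peptide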
PvdQ acylase – P. aeruginosa PvdQ acylase inhibition. inhibition, % at 10 µM. purified PvdQ acylase, fluorescence plate reader. 340,000 tested, 0.063% active; in the data active = inhibition above about 30%, passing the limit was not always enough;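 note: 0% = vehicle neutral wells and 100% = reference inhibitor wells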
Cardiac RTF inh – cardiac RTF calcium desensitization; IANBD-labeled cardiac RTF, Ca2+ fluorescence; inhibition, % at 7.15 µM; P19429+P45379; 340,000 tested, 0.12% active;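 active = inhibition above the mean inhibition of all tested compounds plus 3 SD, cut at about 17% in these data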;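 note: assay run at fixed EC70 calcium of 1.6 mM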
Arr AP2 block – human beta-arrestin and AP2 interaction inhibition; FITC-arrestin peptide / GST-AP2 beads, flow cytometry; AP2 beta2 appendage carries R879A mutation; inhibition, % at 10 µM; 340,000 tested, 0.31% active; AID 504490;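 active = inhibition above a set limit, near 3 SD of compounds lacking own fluorescence, cut at about 54% in these data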;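 note: plate controls were DMSO wells for no effect and 5 µM unlabelled arrestin peptide for full effect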
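System: GST-AP2 R879A glutathione beads. Medium: PBS with 0.05% Tween 20 and 0.1% BSA. Also added: FITC-arrestin peptide, 50 nM. Incubation: 12 min plus 1 h, RT. Measured by: high-throughput flow cytometry of beads, ex 488, em 535 nm. Evaluation: percent drop in bead-associated FITC signal.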
SR-BI DiI inh – inhibitors of mouse SR-BI mediated HDL lipid uptake; Q61009; ldlA[mSR-BI] CHO cells, DiI-HDL uptake fluorescence, 3 h; inhibition, % at 12.5 µM; 320,000 tested, 0.96% active;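 active = mean replicate inhibition of at least 70% and a set share of replicates each scoring 70 or more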;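 note: 0% = median of neutral control wells and 100% = median of positive control wells; values of inactives mirror those of a sister screen read the other way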
Target sequence (Q61009 whole entry, looked up): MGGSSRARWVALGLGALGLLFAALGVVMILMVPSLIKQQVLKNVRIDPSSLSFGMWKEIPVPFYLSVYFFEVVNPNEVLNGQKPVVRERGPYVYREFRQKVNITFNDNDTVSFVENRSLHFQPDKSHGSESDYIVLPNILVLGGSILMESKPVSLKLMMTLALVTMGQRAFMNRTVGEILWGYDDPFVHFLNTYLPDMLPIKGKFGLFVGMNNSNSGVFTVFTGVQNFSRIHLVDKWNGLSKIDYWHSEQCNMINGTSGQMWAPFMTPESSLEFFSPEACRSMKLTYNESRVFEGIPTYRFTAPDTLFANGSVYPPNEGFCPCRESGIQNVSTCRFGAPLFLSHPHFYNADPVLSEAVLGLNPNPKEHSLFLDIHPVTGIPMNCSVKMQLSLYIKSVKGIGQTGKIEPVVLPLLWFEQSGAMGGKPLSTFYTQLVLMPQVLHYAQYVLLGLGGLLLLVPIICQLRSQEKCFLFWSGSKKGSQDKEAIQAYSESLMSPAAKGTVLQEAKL
LANA DNA inh – KSHV C-LANA DNA binding inhibition; MBP-C-LANA/FAM-LBS DNA binding, fluorescence polarization; inhibition, % at 9 µM; 340,000 tested, 0.078% active; AID 504423;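 active = highest replicate inhibition at or above 60% at 9 µM, even if other replicates fall short; inactive = all replicates below 60% inhibition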;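 note: 0% = neutral control wells and 100% = 4 µM acridine orange control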
Numbers without * were called inactive; . = no result given.

SMILES	DAGLB inh	NSD2 inh	PKA-R2B act	SR-BI uptake up	Keap1 Nrf2 FP	PvdQ acylase	Cardiac RTF inh	Arr AP2 block	SR-BI DiI inh	LANA DNA inh
O=C(Nc1cccc(S(=O)(=O)N2CCCC2)c1)c1ccc2c(=O)n3c(nc2c1)CCCCC3	-2	-4	7	-46	-5	-9	-10	13	46	2.8
CCOC(=O)C1=C(C)OC(N)=C(C#N)C1c1ccc(C)s1 (configuration not stated)	-3	-3	5	-9	1	-5	5	10	9	1.3
C#CCOCCOCCOCCNc1nc(N2CCN(C(=O)[C@H](CCCN=C(N)N)n3cc(C(N)[C@@H](C)CC)nn3)CC2)nc(N2CCN(C(=O)[C@H](CCCCN)n3cc([C@@H](N)CC(N)=O)nn3)CC2)n1 (some centres not stated)	-3	.	2	-9	-8	0	5	20	9	-1.5
CCOc1cc(/C=N/Nc2nc(N3CCCCC3)nc(N3CCCCC3)n2)ccc1OC(=O)c1ccco1	3	3	-7	-39	-3	-13	5	1	39	2.8
COc1ccc(C)cc1S(=O)(=O)N(C)CC(=O)N1CCCCC1	-1	-2	-17	5	2	-4	16	-5	-5	1.1
Cn1nc(C(F)(F)F)c(C(=O)Nc2cccc(Cl)c2)c1Cl	-2	7	6	-16	1	-4	-5	1	16	-0.4
CCS(=O)(=O)N1Cc2ccccc2CC1C(=O)Nc1nccs1 (configuration not stated)	1	3	-1	25	3	2	0	-3	-25	0.9
O=C(O)c1cccc(NC(=S)NC(=O)c2ccncc2)c1	1	0	0	21	-8	-4	1	3	-21	-0.7
Cc1c(S(=O)(=O)NCc2ccccc2)c(=O)n(C)c(=O)n1C	0	-4	5	.	-3	-6	-23	-2	.	-0.9
CC1CCCN(C(=O)c2ccc(NS(=O)(=O)c3cccc([N+](=O)[O-])c3)cc2)C1 (configuration not stated)	4	-1	-2	13	3	-13	-4	-4	-13	-0.5
NC1=NC(=O)/C(=C/C=C/c2cccs2)S1	-2	0	7	10	-5	-15	-11	15	-10	-0.3
Cc1c(-c2cccc(Cl)c2)nc2ccccc2c1C(=O)OCC(=O)N(C)C1CCS(=O)(=O)C1 (configuration not stated)	3	-3	-6	-21	-5	-12	-11	-7	21	-0.1
CCOC(=O)C1=CN(Cc2ccco2)S(=O)(=O)N(C)C1c1ccc2ccccc2c1 (configuration not stated)	-8	.	-6	16	2	-5	-7	15	-16	-2.0
Cc1cc(OCCCC(=O)Nc2cccc(-n3cnnn3)c2)ccc1Cl	-3	-4	2	-13	3	-4	6	-9	13	-0.1
COc1ccc(N(CC(=O)NCC2CCCO2)S(=O)(=O)c2ccc(C)cc2)cc1OC (configuration not stated)	0	-2	-12	41	-1	2	4	8	-41	1.4
COc1ccc(/C=N/NC(=O)C(=O)N2CCCC2)cc1OC	1	-2	3	5	-5	-10	1	-22	-5	3.2
Cc1nn(C)cc1/C=N/NC(=O)C(C)(C)Oc1ccc(Cl)cc1	-2	-3	1	2	3	-15	-12	-3	-2	3.2
Cc1ccc(Cl)cc1NC(=O)C1COc2ccccc2O1 (configuration not stated)	-11	-1	-3	13	0	-4	-5	-5	-13	-0.5
CCC(C)NC(=O)CNC(=O)c1nn(-c2ccc(OC)cc2OC)c(=O)c2ccccc12 (configuration not stated)	-1	-1	-6	6	-1	-23	-7	15	-6	0.7
O=C([O-])c1cc(-c2ccccc2)cc(-c2ccccc2)[n+]1CCc1ccc(Cl)cc1	0	.	-2	12	-2	-7	-3	1	-12	-0.2

Among those listed so far, these have a furan ring, fused or not.
SMILES	DAGLB inh	NSD2 inh	PKA-R2B act	SR-BI uptake up	Keap1 Nrf2 FP	PvdQ acylase	Cardiac RTF inh	Arr AP2 block	SR-BI DiI inh	LANA DNA inh
CCOc1cc(/C=N/Nc2nc(N3CCCCC3)nc(N3CCCCC3)n2)ccc1OC(=O)c1ccco1	3	3	-7	-39	-3	-13	5	1	39	2.8
CCOC(=O)C1=CN(Cc2ccco2)S(=O)(=O)N(C)C1c1ccc2ccccc2c1 (configuration not stated)	-8	.	-6	16	2	-5	-7	15	-16	-2.0

(cont.)
SMILES	DAGLB inh	NSD2 inh	PKA-R2B act	SR-BI uptake up	Keap1 Nrf2 FP	PvdQ acylase	Cardiac RTF inh	Arr AP2 block	SR-BI DiI inh	LANA DNA inh
CC(C)N(Cc1nccn1C)C(=O)CCc1nnc(CCCc2ccccc2)o1	-1	-2	2	24	0	-11	2	0	-24	1.7
CCc1ccc(N(CC(=O)NC2CCCCC2)S(=O)(=O)c2c(C)noc2C)cc1	-2	.	-3	8	-3	-19	-10	-1	-8	-0.2
COc1ccccc1OCCNC(=O)C1CC(=O)N(c2ccc3c(c2)OCCO3)C1 (configuration not stated)	4	-1	-1	-4	-2	-17	-3	-3	4	0.9
O=C(c1ccc(C#Cc2ccccc2)o1)N1CCN(c2ccccn2)CC1	-11	.	-15	-11	-1	10	4	13	11	-1.6
COc1cc(OC)cc(C(=O)N[C@H](C(=O)Nc2nc3c(s2)CCCC3)C(C)C)c1	4	2	0	-31	-4	7	-4	4	31	-0.8
CCOCCCNC(=O)c1ccccc1Br	-1	-4	-3	30	1	-11	-2	21	-30	-1.1
CC1=CCC2C(=O)N(c3nc(C)cc(C)n3)C(=O)C2C1 (configuration not stated)	0	-5	-7	11	3	-7	-2	-11	-11	-1.3
COc1cccc(C(C#N)N2CCOCC2)c1 (configuration not stated)	0	-1	1	14	0	-13	-8	3	-14	0.0
O=C(C1CCN(C2CC(=O)N(c3cccc(Cl)c3)C2=O)CC1)N1CCCCCC1 (configuration not stated)	-6	.	-6	.	-1	10	0	-1	.	0.9
Cc1cccc(-c2cccc(NC(=O)C3CCCN(Cc4cccnc4)C3)c2)c1 (configuration not stated)	-2	0	15	-14	-7	6	-7	9	14	-0.9
C=CC[C@@H](CC(=O)N[C@H](CO)Cc1ccccc1)C(=O)N[C@H](COC(=O)[C@@H](CC=C)CC(=O)OC(C)(C)C)Cc1c[nH]c2ccccc12	0	.	-9	11	-3	8	-11	3	-11	0.0
COC(=O)C1(C)NCCc2c1[nH]c1ccccc21 (configuration not stated)	0	.	-5	15	-2	-15	-8	-6	-15	-1.7
Cc1ccc(Nc2nc(CSc3nnc(-c4ccccc4C)n3C)cs2)cc1	-2	3	-10	2	-9	-13	10	0	-2	-0.9
COc1ccc(OS(=O)(=O)c2ccc(N3C(=O)CCC3=O)cc2)cc1	-2	-2	6	-8	0	-5	8	13	8	-0.6
CCN1CCN(C(=O)c2ccc(CS(=O)(=O)Cc3ccccc3F)o2)CC1	2	4	-1	16	5	-5	1	-8	-16	0.6
CC1C(=O)C(C)C(c2cc(Br)ccc2O)NC1c1cc(Br)ccc1O (configuration not stated)	-2	1	-12	-83	0	-7	-2	15	83*	-0.5
CCNC(=O)NC(=O)COC(=O)CNC(=O)COc1ccccc1	0	-2	2	11	-1	-15	3	-5	-11	1.2
COc1ccc(/C=C/c2nc3sc4c(c3c(=O)o2)CCC4)cc1	-1	0	3	16	2	-15	7	-7	-16	4.0
O=c1c2cc3c(cc2[nH]c(=S)n1C1CCN(Cc2ccccc2)CC1)OCO3	-1	-4	0	22	.	-13	-11	-25	-22	.
C=CCNC(=O)c1cccc(NS(=O)(=O)c2ccc(Cl)cc2)c1	-2	-1	-3	18	2	-5	0	1	-18	0.1
CC(C)N(C(=O)CS(=O)(=O)c1ccc(Cl)c(Cl)c1)C(C)C	-3	-6	-3	10	-4	-14	0	-11	-10	-0.6
CCCCCCCC1CC(CSc2ncn[nH]2)OC1=O (configuration not stated)	-4	-2	-15	.	-8	-40	1	0	.	2.0
COc1ccc(N=Cc2c(O)n(-c3cccc(C)n3)c(=O)c3ccccc23)c(OC)c1	-1	-1	4	-6	1	4	-4	41	6	3.8
COc1ccc(OC)c(NC(=O)c2cc(-c3cc(C)ccc3O)n[nH]2)c1	1	-3	5	-76	2	-10	-2	-4	76*	0.2
Nc1c(C(=O)O)cnn1-c1ccccc1	-3	2	-7	6	2	-10	7	0	-6	-2.4
CCN1CCN(C(=O)c2ccc(COc3cccc(Cl)c3)o2)CC1	-2	13	1	-13	-3	-8	-12	16	13	0.0
Cc1ccc(-c2cc(C(=O)Nc3cccnc3)[nH]n2)c(O)c1C	-3	-18	-9	.	-3	-17	2	-1	.	-2.4
O=C(CC1SC(=O)N(Cc2ccccc2)C1=O)Nc1nccs1 (configuration not stated)	1	-2	5	33	0	-1	-4	-4	-33	0.1
COC(=O)c1c(C)[nH]c(C)c1-c1ccccc1	1	11	-1	12	1	-12	-6	5	-12	0.2
CCc1nc(C)cn1S(=O)(=O)c1cc(OC)c(C)cc1C	3	-1	4	5	-5	5	-14	3	-5	0.4
Cc1cccc(NC(=S)/N=C(\N)Nc2nc(C)c3ccccc3n2)c1	-4	36	0	-12	-8	-3	-41	-6	12	-2.5
COC(=O)c1ccc(CN2CCc3ccc(NC(=O)c4ccncc4)cc3C2)cc1	1	12	2	-41	-3	-7	-2	-1	41	1.5
COc1ccc(N2CCN(C3CCCN(S(=O)(=O)c4ccccc4)C3)CC2)cc1 (configuration not stated)	2	8	2	4	0	12	2	-2	-4	0.3
COc1ccc(CN(C)C(=O)C2CCN(C(=O)Nc3ccccc3)CC2)cc1	0	.	-4	-35	-4	-10	-3	-4	35	-0.9
O=C(CNc1ccccc1)N/N=C/c1c(O)ccc2ccccc12	1	2	6	-54	-5	-4	-1	14	54	3.0
CCN(CC)C(=O)CSc1nc2sc3c(c2c(=O)n1CCCOC)CCC3	0	2	2	19	3	-5	3	11	-19	-1.3
CCCCN(CCCNC(=O)c1c(C)cc(=O)oc1C)c1ccccc1	-1	4	-3	-11	-6	-8	4	-2	11	0.2
C/C(=N\NC(=O)c1ccc(N2CCCC2=O)cc1)c1ccc(O)cc1O	0	3	1	.	2	9	0	-2	27	0.6
Cc1ccc(S(=O)(=O)c2c(C)nn(C(C)(C)C)c2OC(=O)CC(C)C)cc1	-8	-3	2	-37	1	-11	-1	21	37	-1.3
O=c1cc(-c2ccsc2)oc2ccc(-c3ccc4cc[nH]c4c3)cc12	-3	.	-1	-12	-3	4	2	17	12	-4.0
COC(=O)c1cccnc1NC(=S)NNC(=O)c1ccncc1	0	0	0	-5	-8	-9	-4	4	5	-2.5
CCOC(=O)c1ccc(NC(=O)c2c(N)n(C)c(=O)[nH]c2=O)cc1	-2	.	-7	17	4	-4	-4	24	-17	1.6
Brc1ccc(-c2nnc(-c3ccco3)o2)cc1	-10	-1	-5	-3	1	90*	-11	1	3	1.4

Some values from above.
In SR-BI DiI inh, O=C(CNc1ccccc1)N/N=C/c1c(O)ccc2ccccc12 has the entry 54
In DAGLB inh, COc1ccc(CN(C)C(=O)C2CCN(C(=O)Nc3ccccc3)CC2)cc1 has the entry 0

Assay outcomes as filed in PubChem.
